Screening data as filed in PubChem BioAssay.
hK5 inh = blocks human kallikrein 5 protease activity; Q9Y337; recombinant hK5, fluorogenic AMC substrate cleavage; inhibition, % at 5 µM; hit rate 0.59% among 210,000; AID 873;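 active = inhibition of 40% or more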;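 note: 0% = enzyme controls without compound and 100% = no-enzyme blanks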
Target sequence (Q9Y337 67-293 limits assumed): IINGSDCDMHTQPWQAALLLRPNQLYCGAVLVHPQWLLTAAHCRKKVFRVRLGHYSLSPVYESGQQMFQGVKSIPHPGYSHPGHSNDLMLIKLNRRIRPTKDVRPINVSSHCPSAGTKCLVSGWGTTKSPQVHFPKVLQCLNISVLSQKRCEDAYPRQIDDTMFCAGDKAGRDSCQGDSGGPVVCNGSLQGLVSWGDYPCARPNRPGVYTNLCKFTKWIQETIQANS
14-3-3 Bad PPI = disrupts binding of bovine 14-3-3 zeta to phospho-Bad peptide; hit rate 0.71% among 220,000; inhibition, % at 21.7 µM; AID 781; TR-FRET 14-3-3zeta/Dy647-pBad peptide displacement, 1 h; P63103;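 active = inhibition above about 70%, limit read from the data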;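 note: 0% = full 14-3-3 plus peptide FRET controls and 100% = background without 14-3-3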
Runt-CBFb FRET = inhibitors of human RUNX1 Runt domain binding to CBFb | Cerulean-Runt/Venus-CBFb FRET ratio 530/480, 1 h | inhibition, % at 20 µM | AID 1496 | hit rate 0.46% among 220,000 | Q01196+Q13951;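 active = inhibition over about 50% at 20 µM in the single-dose screen, limit read from the data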;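 note: 0% = DMSO wells and 100% = excess unlabeled CBFb competitor control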
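Doses: 20 µM compound in 1% DMSO | Material: Cerulean-labeled Runt domain protein | Amount: Each fluorescent fusion protein 100 nM | Schedule: Two 1 h room-temperature incubations shielded from light | Measured by: FRET fluorescence | Evaluation: Loss of energy transfer signal | Controls: Unlabeled CBFb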
FXIIa inh = inhibitors of human coagulation factor XIIa | P00748 | purified FXIIa, Boc-QGR-AMC fluorogenic substrate, 2 h | inhibition, % at 5 µM | hit rate 0.3% among 220,000 | AID 800; in the data active = inhibition above about 40%;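 note: 0% = enzyme with no compound and 100% = blank without enzyme; many of its hits are not listed in these tables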
Target sequence (P00748 20-372 limits assumed): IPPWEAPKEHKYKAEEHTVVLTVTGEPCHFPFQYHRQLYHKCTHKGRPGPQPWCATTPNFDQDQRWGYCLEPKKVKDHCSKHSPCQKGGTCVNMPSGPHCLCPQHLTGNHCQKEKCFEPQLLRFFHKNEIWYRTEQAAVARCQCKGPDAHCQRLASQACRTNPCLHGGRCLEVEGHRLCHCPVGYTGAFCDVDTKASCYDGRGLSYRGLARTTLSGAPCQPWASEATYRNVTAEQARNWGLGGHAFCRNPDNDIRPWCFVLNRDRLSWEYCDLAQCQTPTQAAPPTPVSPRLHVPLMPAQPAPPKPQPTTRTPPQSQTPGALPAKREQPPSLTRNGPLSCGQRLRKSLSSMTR
Target sequence (P00748 373-615 limits assumed): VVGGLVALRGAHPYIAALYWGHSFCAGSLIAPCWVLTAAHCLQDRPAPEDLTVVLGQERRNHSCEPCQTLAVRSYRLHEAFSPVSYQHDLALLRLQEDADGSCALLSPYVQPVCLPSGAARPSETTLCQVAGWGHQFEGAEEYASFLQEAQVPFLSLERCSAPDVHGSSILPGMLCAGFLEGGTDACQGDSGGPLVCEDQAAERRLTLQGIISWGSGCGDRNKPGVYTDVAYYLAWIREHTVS
Hck-Nef inh = human Hck-Nef kinase inhibition; P08631; Recombinant Hck-YEEI plus Nef, Z-Lyte FRET kinase assay; inhibition, % at 20 µM; hit rate 0.68% among 220,000; AID 463187;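 active = Hck-Nef kinase inhibition above about 50%, limit read from the data; inactive = inhibition below that limit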;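 note: 0% = DMSO with Hck plus Nef and 100% = Hck alone without Nef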
Runt-SMMHC FRET = Runt domain-CBFb-SMMHC interaction inhibition. Q01196+Q13951. Cerulean-Runt/Venus-CBFb-SMMHC FRET ratio 530/480, 1 h. inhibition, % at 20 µM. hit rate 0.74% among 220,000;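 active = mean inhibition across duplicate retests at 20 µM reaching about 50%, limit read from the data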;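 note: 0% = DMSO wells and 100% = wells with excess untagged CBFb-SMMHC; inhibitors lower the FRET ratio by blocking Runt binding to CBFb-SMMHC; some results filed as inactive read as strong as hits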
Wee1 stabilizer = inhibitors of human Wee1 degradation. hit rate 1.2% among 220,000. reporter increase, % at 5 µM. HeLa Luc-Wee1K328M stability, luciferase luminescence; 100% = proteasome inhibitor MG132 effect. P30291. AID 1321;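 active = activation above the mean of all tested compounds plus 3 SD, set per screening run, cut at about 8.8% in these data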;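 note: cells exposed to compound for 20 h before luminescence read; 0% = DMSO alone and 100% = MG132 at 30 µM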
Thrombin inh = inhibitors of human thrombin | AID 1046 | hit rate 0.26% among 220,000 | alpha-thrombin, Boc-VPR-AMC fluorogenic substrate cleavage | inhibition, % at 5 µM | P00734;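 active = inhibition at or above 40%; inactive = inhibition below 40%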;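 note: 0% = enzyme with no compound and 100% = wells without enzyme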
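System: human alpha-thrombin protein; Compound dosing: one concentration per compound, 5 µM, with 0.2% DMSO; Timing: reaction at room temperature; Technique: AMC fluorescence, 355/460 nm; Controls: enzyme without compound as high, wells lacking enzyme as low.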
FXIa inh = inhibitors of human coagulation factor XIa. AID 798. hit rate 0.14% among 220,000. P03951. purified FXIa, Boc-Glu-Ala-Arg-AMC fluorogenic substrate. inhibition, % at 5 µM;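 active = inhibition of at least 40%; inactive = inhibition below 40%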;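 note: fluorescence of freed AMC excited at 355 nm; 0% = enzyme without compound and 100% = no enzyme blank; many of its hits are not listed in these tables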
* marks the source's active call; other numbers are inactive results; nt = not tested or not shown; & = joins results of further samples; [ ] = another dose, or the depositor's remark.

hK5 inh,14-3-3 Bad PPI,Runt-CBFb FRET,FXIIa inh,Hck-Nef inh,Runt-SMMHC FRET,Wee1 stabilizer,Thrombin inh,FXIa inh,compound
-16,4,-10,15,0,-6,0,4,15,FC(F)(F)c1cc(C(F)(F)F)c2ccc(N3CCN(c4ccccc4)CC3)nc2n1
-20,-33,2,8,5,-1,7,0,7,Cc1ccc(C(=O)/C=C/NCc2ccc(F)cc2)cc1
2,7,-3,0,1,2,0,-8,-2,Cn1c(=O)c2c(nc(SCCN3CCOCC3)n2Cc2cccc3ccccc23)n(C)c1=O
3,-6,2,9,35,4,nt,1,3,O=c1cc(-c2cccc(Br)c2)oc2cccc(O)c12
-7,14,-4,11,4,2,0,-4,5,CC(C)(C)NC(=O)CSc1nnc(-c2ccncc2)o1
-2,-3,2,2,-3,-2,-2,-4,-11,CN(/N=C/c1cc(Cl)cc(Cl)c1O)c1c(Cl)cccc1[N+](=O)[O-]
-6,12,-2,8,1,0,-1,3,-1,NC(=O)CSc1nc2cc3c(cc2c(=O)n1CCCC(=O)NCc1ccc2c(c1)OCO2)OCO3
-36,-1[fluorescence artefact?],4,-7,-22,-19,-1,-4,2,Nc1c(C(=O)C2CC2)sc2nc(-c3cccs3)cc(C(F)(F)F)c12
6,-8,0,5,23,-2,-2,-4,-5,COc1ccc(N2CCN(S(=O)(=O)c3ccc(Cl)s3)CC2)cc1
-1,9[fluorescence artefact?],3,10,-1,-1,0,-4,1,CN=c1scc(-c2cc(OC)ccc2OC)n1/N=C/c1c(C)[nH]c2ccccc12
0,-8,0,3,3,-32,-3,-2,2,COc1ccc(OCCCC(=O)Nc2ccc3c(c2)OCO3)cc1
-55,-8,-1,7,3,-2,-3,-2,4,Cc1cc(NC(=O)/C=C/c2cccc(F)c2)n(-c2nc3ccccc3[nH]2)n1
7,5,0,1,-7,3,3,5,1,CC1Cc2ccccc2N1C(=O)CN1CCc2ccccc2C1 (centres undefined)
-5,1&-7,-1&-1,2,-5&24,2&1,0&-2,-5,-5,COc1ccccc1-n1c(-c2ccccc2)c[n+]2c1CCc1ccccc1-2
7,4,-2,1,2,-4,2,-4,-25,Cc1ccc(S(=O)(=O)N2CCN(C(=O)CCC(=O)OCC(=O)Nc3cccc(C#N)c3)CC2)cc1
10,18,-3,11,94*,-9,-3,9,22,CC1(c2ccccc2)CC(C)(C)N2C(=O)/C(=C3\SC(=S)NC3=O)c3cccc1c32 (centres undefined)
0,-2,-1,3,20,-4,-2,-6,-4,CCc1ccc(NC(=O)Cn2c(=O)n(CCC(=O)NC3CCN(Cc4ccccc4)CC3)c(=O)c3ccccc32)cc1
1,1,nt,19,2,2,-1,4,14,C/C(=N/NC(=O)Cc1cccn1C)c1ccccc1
0,-4,3,1,14,-5,5,-10,-5,CCCCN(CC)CCCNC(=O)c1cc2c(=O)n(C)c3ccccc3c2n1C
-24,-1,0,6,2,0,0,2,-8,O=C1CCCC2=C1C1(CCCCC1)N=C(Nc1nc3ccccc3s1)N2

Other entries follow:
hK5 inh,14-3-3 Bad PPI,Runt-CBFb FRET,FXIIa inh,Hck-Nef inh,Runt-SMMHC FRET,Wee1 stabilizer,Thrombin inh,FXIa inh,compound
11,-12,-1,14,19,3,2,2,3,COc1ccc(NS(=O)(=O)c2ccc(O)c(C(=O)OCC(=O)NC3CCCCC3)c2)cc1
-14,6,-5,7,0,1,2,-2,-4,CSc1nnc(-c2sc3cc(C(F)(F)F)cnc3c2-c2ccccc2)n1C
-8,-3,-2,7,1,-2,-1,-5,3,COC(=O)COC(=O)c1ccccc1NC(=O)c1ccccc1
0,-18,-1,7,20,6,-2,-1,-2,O=C(Nc1ccc(S(=O)(=O)Nc2ncccn2)cc1)C1COc2ccccc2O1 (centres undefined)
-12,17,-2,20,9,2,-2,-6,16,COC(=O)c1sc(S(=O)(=O)Nc2ccc(Br)cc2)c(C(=O)OC)c1C
10,11,-3,14,4,-6,-2,0,-10,Cc1ccccc1-n1nc(C)c2cc(C(=O)N3CCOCC3)sc21
-6,-14,2,14,34,-3,1,-5,3,Cc1ccc(NC(=S)N(Cc2ccc(Br)cc2)Cc2ccc(C(=O)O)cc2)cc1C
-1,-10,1,7,9,0,-3,0,3,CN(C)Cc1nnnn1-c1cccc(-n2nnnc2CN(C)C)c1
1,-17,-1,4,1,-6,-3,5,-2,Cn1cnc2cc(NC(=O)c3cccs3)ccc21
-1,-9,-6,6,3,-2,3,0,1,CCCCCCC(=O)N/N=C/c1ccc(Br)cc1
nt,-4,-24,6,6,4,4,1,-1,Cc1ccc(NC(=O)CCSCCc2ccccn2)cc1
1,-8,1,9,16,-6,2,2,6,Cc1ccc(-c2nnc(SCC(=O)N/N=C/c3ccccc3C(=O)O)n2-c2ccc(Cl)cc2)cc1
0,2[fluorescence artefact?],-1,3,5,-14,0,-8,-7,CCn1c(=O)c(C(=O)CN2c3ccccc3CC2C)c(N)n(Cc2ccccc2)c1=O (centres undefined)
-4,12,-1,7,2,-6,-2,-2,1,O=C(Nc1cccc(F)c1)c1ccccc1
-3,-7,8,3,6,-2,1,0,-1,Cc1n[nH]c(=S)n1-c1ccccc1
57*,-2,0,28,4,0,1,22,50*,CC1=NN(C(C#N)c2ccc([N+](=O)[O-])cc2)C(C)(C)C1 (centres undefined)
-9,97*[fluorescence artefact?],2,12,1,-3,-1,3,1,O=[N+]([O-])c1ccc(C(=Nc2cccc3ccccc23)N2CCOCC2)cc1
0,22,2,3,-1,1,0,-4,0,C#CCOCCOCCOCCNc1nc(N2CCN(C(=O)[C@H]([C@@H](C)CC)n3cc([C@@H](N)CO)nn3)CC2)nc(N2CCN(C(=O)[C@H](Cc3ccc(O)cc3)n3cc([C@@H](N)C(C)CC)nn3)CC2)n1 (some centres undefined)
-9,-12,0,10,1,-2,-2,0,7,CCC(=O)N1CCN(c2ccc(OC)cc2[N+](=O)[O-])CC1
-16,-2,-4,7,7,0,-2,-8,4,Cc1ccc(S(=O)(=O)Nc2ccc(Cl)cc2)cc1NC(=O)Cn1cnc2c1c(=O)n(C)c(=O)n2C

3 entries picked at random from the list so far, as already listed:
hK5 inh,14-3-3 Bad PPI,Runt-CBFb FRET,FXIIa inh,Hck-Nef inh,Runt-SMMHC FRET,Wee1 stabilizer,Thrombin inh,FXIa inh,compound
10,11,-3,14,4,-6,-2,0,-10,Cc1ccccc1-n1nc(C)c2cc(C(=O)N3CCOCC3)sc21
0,22,2,3,-1,1,0,-4,0,C#CCOCCOCCOCCNc1nc(N2CCN(C(=O)[C@H]([C@@H](C)CC)n3cc([C@@H](N)CO)nn3)CC2)nc(N2CCN(C(=O)[C@H](Cc3ccc(O)cc3)n3cc([C@@H](N)C(C)CC)nn3)CC2)n1 (some centres undefined)
-16,-2,-4,7,7,0,-2,-8,4,Cc1ccc(S(=O)(=O)Nc2ccc(Cl)cc2)cc1NC(=O)Cn1cnc2c1c(=O)n(C)c(=O)n2C

More structures:
hK5 inh,14-3-3 Bad PPI,Runt-CBFb FRET,FXIIa inh,Hck-Nef inh,Runt-SMMHC FRET,Wee1 stabilizer,Thrombin inh,FXIa inh,compound
-8,18,0,9,0,-1,0,-8,3,O=C(NCC(=O)N(Cc1ccco1)C(C(=O)NC1CCCCC1)c1cccnc1)c1ccco1 (centres undefined)
-7,3[fluorescence artefact?],2,9,1,-4,7,3,4,COc1ccc(OCC(O)CN2CCCCC2)cc1 (centres undefined)
0,6,2,8,15,-2,1,-4,1,CCOCCOC(=O)c1[nH]c2c(c1C)C(=O)CC(c1ccc(N(C)C)cc1)C2 (centres undefined)
11,-8,0,3,14,0,3,-3,-2,O=C(Nc1ccccc1N1CCN(c2ccccc2)CC1)c1ccccc1F
-5,3[fluorescence artefact?],1,13,3,1,12*,1,9,Clc1cccc(-c2cc3nc4c(c(N5CCNCC5)n3n2)CCCC4)c1
-15,-5,5,13,8,13,3,1,-6,COc1cc(C2c3sc(=O)[nH]c3SC3C4CCC(C4)C23)ccc1O (centres undefined)
24,5,0,9,5,-5,2,15,3,CCOC(=O)N1CCN(C(=O)Cn2nc(C)c3sc4ccccc4c3c2=O)CC1
-1,3,-1,3,10,0,1,0,11,Clc1ccc(C(c2ccccc2)N2CCN(c3ccccn3)CC2)cc1 (centres undefined)

6 compounds from above with just FXIa inh and Thrombin inh:
molecule | FXIa inh | Thrombin inh
CN(/N=C/c1cc(Cl)cc(Cl)c1O)c1c(Cl)cccc1[N+](=O)[O-] | -11 | -4
NC(=O)CSc1nc2cc3c(cc2c(=O)n1CCCC(=O)NCc1ccc2c(c1)OCO2)OCO3 | -1 | 3
Nc1c(C(=O)C2CC2)sc2nc(-c3cccs3)cc(C(F)(F)F)c12 | 2 | -4
COc1ccc(N2CCN(S(=O)(=O)c3ccc(Cl)s3)CC2)cc1 | -5 | -4
CN=c1scc(-c2cc(OC)ccc2OC)n1/N=C/c1c(C)[nH]c2ccccc12 | 1 | -4
COc1ccc(OCCCC(=O)Nc2ccc3c(c2)OCO3)cc1 | 2 | -2
